# Screens (PubChem)
# BaF3 tox: counter-screen for JAK2V617F inhibitors: parental Ba/F3 viability inhibitors; CellTiter-Glo ATP luminescence; inhibition, % at 5.6 µM; 1.1% of 220,000 active; AID 1486;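 active means inhibition above a per-campaign cutoff, the mean inhibition of all tested compounds plus 3 SD, cut at about 27% in these data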;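 further: 0% = DMSO wells and 100% = JAK Inhibitor I control wells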
# zfTRPN1 agonist: agonists of zebrafish TRPN1 channel | HEK293 zebrafish TRPN1-YFP, Fluo-8 calcium fluorescence; 100% = response to 87 µM carbachol | activation, % at 3 µM | 0.18% of 220,000 active | AID 1424;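 active means activation above its plate's cutoff, the mean activation of test wells on that plate plus 3 SD, cut at about 19% in these data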;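 further: 0% = DMSO alone and 100% = 87 µM carbachol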
#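 Assay system: Zebrafish TRPN1-YFP in HEK293 cells | Incubation: Dye loading 1 h at 37 °C, then 30 min room temperature | Measured by: Kinetic Fluo-8 fluorescence, ex 470-495, em 515-575 nm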
# Ba/F3 V617F tox: loss of viability in JAK2V617F-driven Ba/F3 cells | Ba/F3 EpoR-JAK2V617F viability, ATP luminescence | inhibition, % at 5.6 µM | 1.1% of 220,000 active | AID 1446;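 active means inhibition above the campaign mean plus 3 SD over all tested compounds, cut at about 24% in these data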;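 further: cytokine-independent growth of Ba/F3 cells driven by EpoR plus mutant JAK2; 0% = DMSO-treated cells and 100% = JAK inhibitor I control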
# Wee1 degr inh: blocks degradation of human Wee1 kinase | HeLa Luc-Wee1K328M stability, luciferase luminescence; 100% = proteasome inhibitor MG132 effect | reporter increase, % at 5 µM | 1.2% of 220,000 active | AID 1321;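 active means activation above the mean of all tested compounds plus 3 SD, set per screening run, cut at about 8.8% in these data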;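 further: cells exposed to compound for 20 h before luminescence read; 0% = DMSO alone and 100% = MG132 at 30 µM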
# Target sequence (P30291 whole entry K328M): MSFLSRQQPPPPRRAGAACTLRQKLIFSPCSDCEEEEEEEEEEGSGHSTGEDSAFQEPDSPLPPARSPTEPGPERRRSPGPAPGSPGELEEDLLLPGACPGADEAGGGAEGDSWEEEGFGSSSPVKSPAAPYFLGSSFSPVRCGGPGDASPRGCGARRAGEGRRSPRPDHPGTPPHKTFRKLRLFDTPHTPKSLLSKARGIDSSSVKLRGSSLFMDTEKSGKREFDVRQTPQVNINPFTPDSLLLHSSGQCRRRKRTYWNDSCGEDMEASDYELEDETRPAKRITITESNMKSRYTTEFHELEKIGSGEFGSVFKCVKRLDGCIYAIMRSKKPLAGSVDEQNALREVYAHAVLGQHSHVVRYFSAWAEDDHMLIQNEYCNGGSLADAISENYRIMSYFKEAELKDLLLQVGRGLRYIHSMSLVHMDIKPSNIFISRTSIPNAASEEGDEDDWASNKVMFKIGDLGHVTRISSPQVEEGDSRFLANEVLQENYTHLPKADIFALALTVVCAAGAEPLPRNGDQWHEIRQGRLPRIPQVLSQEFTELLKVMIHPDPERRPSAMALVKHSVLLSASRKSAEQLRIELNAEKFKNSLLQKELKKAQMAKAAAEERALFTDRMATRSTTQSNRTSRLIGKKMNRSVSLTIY
# CHOP inh: inhibitors of CHOP induction in ER stress response; CHO-K1 CHOP-promoter luciferase, tunicamycin-induced, 15-18 h; inhibition, % at 10 µM; 3.8% of 220,000 active;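 active means compounds that reduced the stress-induced luciferase reporter signal by more than about 70% of percent inhibition, limit read from the data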;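 further: 0% = tunicamycin plus vehicle and 100% = wells without tunicamycin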
# TNF death inh: inhibitors of TNF-alpha induced necroptosis in Jurkat FADD-/- cells. AID 463075. activation (protection from cell death), % at 10 µM. Jurkat FADD-/- TNF necroptosis rescue, ATP luminescence, 24 h; 0 = TNF only, 100 = no-TNF cells. 0.068% of 220,000 active;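 active means activation, meaning protection from cell death, of at least 50% relative to plate controls; inactive means activation below 50%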;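 further: necroptosis triggered by 40 ng/mL TNF-alpha added together with compound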
# TRPML3 agonist: human mucolipin-3 channel agonism | HEK293 TRPML3-YFP, Fluo-8 calcium fluorescence; 100% = the carbachol control signal | activation, % at 3 µM | 0.29% of 220,000 active | AID 1448;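 active means activation above its plate's cutoff, the mean activation of the plate's test wells plus 3 SD, cut at about 12% in these data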;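 further: 0% = DMSO only wells and 100% = carbachol wells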
#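 Material: HEK293 cells stably carrying human TRPML3-YFP; compound dosing: single dose, 3 µM final nominal compound, 0.3% DMSO final; incubation: 1-h 37 °C dye load, 5-s basal, 120-s post-compound reads; technique: Fluo-8 intracellular calcium fluorescence, excitation 470-495 nm, emission 515-575 nm; read-out basis: percent activation from peak-to-basal fluorescence ratio, scaled between DMSO and carbachol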
# RBBP9 inh: blocks human serine hydrolase RBBP9 | O75884 | recombinant RBBP9, FP-Rh probe fluorescence polarization | inhibition, % at 7.94 µM | 0.2% of 220,000 active;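 active means inhibition above the campaign mean of all tested compounds plus 3 SD, cut at about 14% in these data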;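 further: plate controls were DMSO wells with RBBP9 for no effect and wells lacking RBBP9 protein for full effect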
# Target sequence (O75884 whole entry, looked up): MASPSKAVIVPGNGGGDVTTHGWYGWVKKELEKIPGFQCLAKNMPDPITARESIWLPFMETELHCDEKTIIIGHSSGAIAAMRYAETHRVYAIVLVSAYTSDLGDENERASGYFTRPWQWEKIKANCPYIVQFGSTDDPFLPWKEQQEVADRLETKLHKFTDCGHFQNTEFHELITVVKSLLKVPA
#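 Assay system: recombinant human RBBP9; Reagent: Serine-hydrolase probe FP-Rh, 375 nM pre-mixing; Doses: 7.94 µM single dose, 0.794% DMSO; Incubation: 30 min then 45 min, 25 °C; Detection: fluorescence polarization (mP), excitation 525 nm, emission 598 nm; Evaluation: percent inhibition from mP, scaled between DMSO and no-protein wells.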
# PPC-1+TRAIL kill: kills PPC-1 cancer cells in the presence of TRAIL; 0.41% of 220,000 active; PPC-1 cells + TRAIL, ATPLite viability luminescence; cell killing (% activity), % at 4 µM;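 active means cell killing above 50% in the first pass at 4 µM, then a duplicate retest at 5 µM averaging 50% or more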;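 further: plate controls were cells with TRAIL plus DMSO for no effect and medium-only wells lacking cells for full effect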
# Numbers without * were called inactive; / = not tested or not shown; & = joins results of further samples; [ ] = dose if it differs, or a comment. This is a subset, so the mix of outcomes need not match the whole.
entry	Compound	Wee1 degr inh	zfTRPN1 agonist	CHOP inh	RBBP9 inh	Ba/F3 V617F tox	TNF death inh	BaF3 tox	PPC-1+TRAIL kill	TRPML3 agonist
1	CC1=C(C(=O)OC(C)C)[C@]2(C(=O)N(CC(N)=O)c3ccccc32)C(C#N)=C(N)O1	-1	-0.2	-2	-3	-5	-1.5	-1	7	1.1
2	CCC(=O)CC(c1ccc([N+](=O)[O-])cc1)c1c(O)c2ccccc2oc1=O (stereo not drawn)	-3	1.8	-17	-4	-4	-1.8	0	-8	0.7
3	N=c1ccccn1Cc1ccccc1	-1	0.0	-16	-1	-5	1.1	-1	-17	1.1
4	Cc1cccc(CN(C)C)c1OC(=O)N(C)C	3	-0.1	-10	-5	-2	0.4	0	1[5 µM]	0.6
5	C=CCn1c(O)c(C(C)=Nc2ccc(C(=O)O)cc2)c(=O)[nH]c1=O	1	-0.3	10	2	-1	1.5	-1	6	0.0
6	c1ccc2c(c1)OCC(C1=NCCN1)O2 (stereo not drawn)	-2	0.0	5&-18	-5	-2	5.6	4	-1	2.5
7	CC(=O)c1ccc2c(c1)C1C(Cl)C(Sc3ccccc3[N+](=O)[O-])CC1C(C(=O)O)N2 (stereo not drawn)	-4	0.1	4	11	6	0.7	11	31	-0.4
8	C=CCn1c(O)c(C(C)=NCCN2CCCCC2)c(=O)[nH]c1=O	-1	-0.6	6	3	-5	0.6	0	-28	1.3
9	Cc1ccc(Cn2nnnc2CN2CCC(n3nnc4cc(C)ccc43)CC2)cc1	3	-2.1	40	-2	-3	3.8	7	0	0.5
10	C[N+]1(C)C2CCC1CC(OC(=O)c1ccco1)C2 (stereo not drawn)	1	2.2	12	-6	-4	4.8	0	24	0.7
11	COc1ccccc1-n1c(O)c(/C=N/NC(=S)Nc2ccccc2)c(=O)[nH]c1=S	4	-2.0	2	-3	-2	1.3	0	24	-0.7
12	COc1cc(CN2CCN(c3cc(C)ccc3C)CC2)ccc1O	0	-0.1	-11	-3	35*	-12	50*	32	-0.1
13	CC(C(=O)c1c[nH]c2ccccc12)N1CCOCC1 (stereo not drawn)	1	1.2	-25	-4	-1	2.3	6	29	0.2
14	Cn1cc(C(=O)N2CCC3(CC2)OCCO3)c2c3ccccc3n(C)c2c1=O	-3	1.2	-23	-11	-3	2.7	5	2	0.1
15	C=CCN(CC#CCOc1ccccc1OC)CC=C	0	-0.8	1	-1	2	0.0	8	6	-0.1
16	Cn1c(O)c(C=NCCc2c[nH]c3ccccc23)c(=O)n(C)c1=O	1	0.9	7	-10	-1	-1.4	3	0	-0.5
17	Cc1ccsc1C(=O)C1CCCN(Cc2ccn[nH]2)C1 (stereo not drawn)	-2	-0.3	-1	-4	1	0.1	8	10	-0.2
18	Cc1ccc(C(=O)NC(O)C(Cl)(Cl)Cl)cc1 (stereo not drawn)	-2	-0.2	0	-4	-2	2.8	7	-9	1.1
19	CCC(C)n1c(O)c(C=Nc2cccc(C(F)(F)F)c2)c(=O)[nH]c1=S (stereo not drawn)	-2	0.7	60	-9	0	-0.2	4	23	0.4
20	CN(C)CCN=Cc1c(O)n(CCC2=CCCCC2)c(=O)[nH]c1=O	0	0.1	-2	-8	1	-1.3	8	16	-0.2
21	O=c1c2ccccc2nc(CNCC2CCCO2)n1-c1ccc(F)cc1 (stereo not drawn)	-1	0.0	7	-3	2	-0.7	0	-1	0.0
22	O=Cc1cn(Cc2ccc(F)cc2Cl)c2ccccc12	1	0.1	52	0	0	-1.6	8	22	0.1
23	CCc1ccccc1NC(=O)CNCc1ccccc1	0	0.1	0	-5	-3	-0.7	1	-12	0.3
24	Cc1nn(C)c(C)c1P(=S)(c1c(C)nn(C)c1C)N(C)C	-1	-0.1	-3	1	-3	-2.6	-3	0	0.3
25	CC(=O)NCC(=O)Nc1ccc(Br)cc1C(=O)c1ccccc1	0	-0.9	-3	-3	-2	-0.1	-2	20	0.8

# The last 2 compounds of the section before are carried over, then new ones follow:
entry	Compound	Wee1 degr inh	zfTRPN1 agonist	CHOP inh	RBBP9 inh	Ba/F3 V617F tox	TNF death inh	BaF3 tox	PPC-1+TRAIL kill	TRPML3 agonist
24	Cc1nn(C)c(C)c1P(=S)(c1c(C)nn(C)c1C)N(C)C	-1	-0.1	-3	1	-3	-2.6	-3	0	0.3
25	CC(=O)NCC(=O)Nc1ccc(Br)cc1C(=O)c1ccccc1	0	-0.9	-3	-3	-2	-0.1	-2	20	0.8
26	CCC(C)C1N=C(c2ccccc2)c2cc(Cl)ccc2N(CC(=O)NCc2ccco2)C1=O (stereo not drawn)	2	-0.4	88*	-4	-3	-0.1	6	10	-0.2
27	CCOc1ccccc1-n1c(O)c(C=Nc2ccc(N(CC)CC)cc2)c(=O)[nH]c1=O	1	0.6	14	-7	1	1.8	4	-3	0.2
28	CCCC(CCC)C(=O)OC[N+](C)(C)CCOC(=O)C(O)(c1ccccc1)C1CCCC1 (stereo not drawn)	-5	0.3	-15	-8	0	-0.1	3	25	0.3
29	O=C(O)C1C2CC3CC(C2)CC1(n1ncc(N2CCC4(CC2)OCCO4)c(Cl)c1=O)C3 (stereo not drawn)	2	0.5	-2	1	5	-1.1	1	4	-0.1
30	CN1CCN(Cc2ccc(N)cc2)CC1	1	3.2	-3	-9	0	0.2	6	14	1.2
31	COc1cc2c(cc1OC)[C@@H]1C(=O)c3ccc4c(c3O[C@@H]1CO2)C[C@H](C(C)C)O4	1	5.3	78*	-8	71*	-19	65*	43	3.0
32	CCNCCNc1ccc([N+](=O)[O-])c2cccnc12	4	-1.9	24	8	-3	8.4	2	-5	0.6
33	CCCCn1c(O)c(C(C)=NCc2ccc3c(c2)OCO3)c(=O)[nH]c1=O	2	0.2	3	-11	1	-0.2	-1	7	-0.5
34	Cc1c(NC(=O)C(C)OC(=O)Cc2ccccc2)c(=O)n(-c2ccccc2)n1C (stereo not drawn)	-1	0.8	22	-6	0	-0.2	2	25	-0.1
35	COCCOC(=O)C1=C(C)OC(N)=C(C(=O)OC)C12C(=O)Nc1ccccc12 (stereo not drawn)	-1	-0.1	-3	-7	1	0.2	4	23	0.2
36	COCCCn1c(N)c(C(=O)Nc2sc3c(c2C(=O)OC)CCCC3)c2nc3ccccc3nc21	1	1.4	-51	-8	-1	-5.9	6	6	1.0
37	O=[N+]([O-])c1cc(-c2ccc([As](=O)(O)O)cc2)ccc1[As](=O)(O)O	6	-0.9	-3	6	-5	1.3	-2	-3	0.3
38	O=Cc1cn(Cc2ccc(F)cc2)c2ccccc12	-4	-1.6	21	-6	0	-0.1	3	11	1.4
39	COc1ccc(C(CNC(=O)Cc2ccc(Cl)c(Cl)c2)N(C)C)cc1 (stereo not drawn)	1	-0.2	-4	2	0	5.5	6	13	1.3
40	Cc1c(C(=O)Nc2ccccc2)cc(-c2ccccc2)n1CCCN1CCOCC1	8	0.4	-19	-6	5	2.3	1	17	0.3
41	Cc1cc(OC(=O)CCNC(=O)OC(C)(C)C)c2c3c(c(=O)oc2c1)CCC3	0	2.0	37	5	1	-4.6	11	-2	0.9
42	O=S(=O)(c1ccc(F)cc1)N1CCCC1c1cccnc1 (stereo not drawn)	0	1.8	-9	-1	1	-0.5	-7	-23	0.7
43	Cc1sc2ncn(CC(=O)NCCCC(=O)N3CCC4(CC3)OCCO4)c(=O)c2c1C	1	0.1	1	0	0	-2.4	3	14	0.9
44	COC(=O)c1cn(C(=O)c2cccc3ccccc23)c2ccccc12	-3	0.1	30	-2	-1	-7.8	-2	4	0.0
45	O=c1cccc2n1CC1CC2CN(S(=O)(=O)c2ccc(F)cc2)C1 (stereo not drawn)	-3	-3.0	16	-5	1	0.3	6	18	0.6
46	O=C(COc1ccc(Cl)cc1)NC1CN2CCC1CC2 (stereo not drawn)	5	0.3	-4	-4	0	1.5	-2	4	0.7
47	CN(C)C(=O)Oc1ccc(OC(=O)c2ccccc2)cc1	-1	0.8	21	-4	0	-2.9	5	-7	1.0
48	CCn1ccnc1CN1CCCC(C(=O)c2cc(Cl)ccc2OC)C1 (stereo not drawn)	0	0.3	8	-3	2	0.6	9	25	1.1
49	N/C(=N\N=C/c1ccc(-c2ccc(O)c(C(=O)O)c2)o1)N[N+](=O)[O-]	2	1.4	-7	-6	0	-4.2	6	-20	0.3
50	COc1nc2ccccc2c(=O)n1-c1ccc(Cl)cc1	0	-3.3	-18	-2	2	1.6	6	0	0.1
51	CCC(N)Cc1c[nH]c2ccccc12 (stereo not drawn)	-2	2.0	-1	-3	-4	6.2	-4	8	0.9
52	CN(C)CC1CSCCC1(O)c1cccc(Cl)c1 (stereo not drawn)	0	2.5	-2	2	-2	-0.8	2	11	1.0
53	CCOC(=O)c1ccc(N2C(=O)CC(N3CC=C(c4ccc(F)cc4)CC3)C2=O)cc1 (stereo not drawn)	-2	-0.1	57	-4	-1	-1.4	5	-8	0.0
54	CCc1nnc(NC(=O)CCc2nc(C3=CCN(C)CC3)no2)s1	4	-0.4	/	-4	-1	-0.8	7	-22	0.5
55	CN(C)C(=O)Oc1ccc(Br)cc1C(=O)Nc1ccc(F)c(Cl)c1	0	-2.1	-15	-1	1	1.0	5	9	-0.4
56	O=C(c1cccc2ccccc12)C1CCCN(Cc2ccon2)C1 (stereo not drawn)	-2	0.3	19	-2	-2	2.8	-4	-8	1.0
57	CN1C(=O)C(C2c3ccccc3C(=O)N2Cc2ccc([N+](=O)[O-])cc2)C(=O)N(C)C1=O (stereo not drawn)	-2	-0.9	-8	2	-3	-0.3	-2	21	1.0
58	CN1CCN(c2ccc([N+](=O)[O-])c(N)c2)CC1	-2	5.2	-14	-10	2	1.5	1	-8	0.5
59	CC(C)C(=O)Nc1nnc(CCN(CCc2nnc(NC(=O)C(C)C)s2)[N+](=O)[O-])s1	4	-2.4	8	7	-1	1.3	4	14	1.1
60	COc1ccc(C(=O)C(C)(C)NO)cc1	-1	-0.5	18	-2	-5	-0.6	-2	22	0.0
61	CCC1(CC)C(=O)N(C)C(=O)NC1=NC	2	1.4	0	-8	2	-0.1	3	24	0.8
62	O=C(COC(=O)Cc1ccccc1)NC12CC3CC(CC(C3)C1)C2	1	-0.9	40	-8	0	-0.5	-2	-10	-0.6
63	Cn1c(=O)n(C)c2cc([N+](=O)[O-])c(N3CCNCC3)cc21	-2	0.7	-12	-5	0	0.3	-3	10	0.4
64	COP(=O)(OC)C(NC(C)=O)C(Cl)(Cl)Cl (stereo not drawn)	1	-0.5	-5	-11	1	0.8	5	12	0.9
65	Cc1ccc(N=C(N(C)C)P(=O)(N(C)C)N(C)C)cc1	1	0.8	-19	1	-2	-0.3	9	19	0.7
